NCOA1 inh = inhibits human SRC1 coactivator; 360,000 compounds, 0.12% hits; inhibition, % at 3.6 µM; Q15788; HEK293 GAL4-SRC1 luciferase reporter, luminescence; AID 588354;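 active means inhibition above the campaign mean plus 3 SD, with each screening campaign given its own cutoff, cut at about 60% in these data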;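 further: 0% = DMSO treated cells and 100% = gossypol at 36 µM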
NR5A2 inv ag = suppresses constitutive activity of human LRH-1 | HEK293T StAR-luciferase reporter, LRH-1 transfected, 24 h | O00482 | inhibition, % at 3.6 µM | 360,000 compounds, 0.13% hits | AID 602396;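 active means inhibition above the mean inhibition of all tested compounds plus 3 SD, cut at about 73% in these data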;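 further: 0% = DMSO wells and 100% = reporter-only cells lacking LRH-1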
NOD2-RIPK2 inh = NOD2-RIPK2 protein interaction inhibition; O43353; AID 624267; CHO BLA complementation NOD2-RIPK2, CCF4 ratio; 360,000 compounds, 0.38% hits; inhibition, % at 4.98 µM; in the data active means inhibition above about 21%;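 further: 0% = vehicle only and 100% = reference blocker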
Target sequence (O43353 whole entry, looked up): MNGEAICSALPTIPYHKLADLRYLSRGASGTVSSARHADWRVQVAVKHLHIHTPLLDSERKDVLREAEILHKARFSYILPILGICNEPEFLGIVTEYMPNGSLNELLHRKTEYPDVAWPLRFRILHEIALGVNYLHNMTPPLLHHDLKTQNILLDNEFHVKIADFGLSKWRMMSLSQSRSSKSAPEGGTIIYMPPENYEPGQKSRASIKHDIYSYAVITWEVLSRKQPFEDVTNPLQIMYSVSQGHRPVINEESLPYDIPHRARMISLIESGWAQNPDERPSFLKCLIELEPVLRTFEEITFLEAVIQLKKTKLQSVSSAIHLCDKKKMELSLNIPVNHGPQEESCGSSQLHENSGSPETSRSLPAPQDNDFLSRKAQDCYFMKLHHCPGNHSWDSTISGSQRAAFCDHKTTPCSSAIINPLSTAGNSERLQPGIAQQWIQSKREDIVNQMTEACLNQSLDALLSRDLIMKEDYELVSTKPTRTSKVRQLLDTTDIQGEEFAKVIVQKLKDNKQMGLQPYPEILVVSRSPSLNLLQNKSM
MC4R antag cAMP = human MC4R antagonism in cAMP assay; P32245; inhibition, % at 6.5 µM; 360,000 compounds, 0.48% hits; MC4R-expressing cells, MTII-stimulated cAMP, LANCE TR-FRET; AID 540295;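 active means inhibition above its plate's cutoff, the mean of tested wells on that plate plus 3 SD, cut at about 29% in these data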;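 further: 0% = Melanotan II alone and 100% = Melanotan II plus saturating MCL0020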
Target sequence (P32245 whole entry, looked up): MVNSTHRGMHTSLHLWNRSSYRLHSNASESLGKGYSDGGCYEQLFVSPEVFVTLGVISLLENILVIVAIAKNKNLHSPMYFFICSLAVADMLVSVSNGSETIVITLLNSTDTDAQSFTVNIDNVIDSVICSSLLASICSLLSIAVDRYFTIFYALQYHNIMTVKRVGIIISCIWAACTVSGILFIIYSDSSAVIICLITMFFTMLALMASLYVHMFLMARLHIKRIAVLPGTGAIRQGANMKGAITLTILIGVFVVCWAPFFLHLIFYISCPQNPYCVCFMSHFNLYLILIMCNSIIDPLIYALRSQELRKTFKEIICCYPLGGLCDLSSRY
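system = U2OS cells with stable human MC4R expression | also added = Melanotan II challenge after compound preincubation | dosing = one concentration, 6.5 µM nominal | incubation = compound 30 min, challenge 1 h, detection 1 h | measured by = TR-FRET with Eu-cAMP and labeled anti-cAMP, 671 nm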
COUP-TFII inh = blocks human COUP-TFII nuclear receptor. inhibition, % at 8.6 µM. HEK293T NGFI-A luciferase reporter, luminescence. 370,000 compounds, 0.7% hits. P24468;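 active means inhibition above a per-plate cutoff, mean inhibition of test wells between control levels plus 3 SD, cut at about 38% in these data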;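 further: cells cotransfected with COUP-TFII expression vector driving the NGFI-A reporter; 0% = median of COUP-TF2 test wells and 100% = reporter-only cells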
MC4R ag barr = human MC4R agonism via beta-arrestin | P32245 | U2OS MC4R beta-arrestin complementation, luminescence; percent of melanotan II response, DMSO zero | activation, % at 8.9 µM | 360,000 compounds, 0.98% hits;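 active means activation above a per-plate cutoff, the mean activation of sample wells on that plate plus 3 SD, cut at about 8% in these data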
ABHD5-PLIN5 inh = blocks binding of human ABHD5 to perilipin-5 | 360,000 compounds, 0.78% hits | Split G. princeps luciferase complementation, luminescence, 4 h | inhibition, % at 4 µM;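 active means inhibition above the mean inhibition across every tested compound plus 3 SD, cut at about 22% in these data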;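 further: 0% = DMSO only wells and the 100% control is not disclosed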
TLR9-MyD88 block = TLR9-MyD88 interaction inhibition | Q9NR96+Q99836 | CHO BLA complementation TLR9-MyD88, CCF4 FRET ratio | inhibition, % at 4.98 µM | 340,000 compounds, 0.21% hits;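 active means inhibition above the mean over all tested compounds plus 3 SD, cut at about 21% in these data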;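 further: 0% = DMSO only wells and 100% = clavulanate BLA inhibitor control wells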
EBV LMP1 NFkB = reduces LMP1-driven NF-kappaB luciferase signal; LMP1-induced NF-kappaB luciferase reporter cells, luminescence; inhibition, % at 12.5 µM; 350,000 compounds, 0.69% hits; in the data active means inhibition above about 41%;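 further: 0% = neutral control wells and 100% = reference inhibitor control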
NCOA3 inh = inhibitors of human steroid receptor coactivator 3 (SRC3); inhibition, % at 3.6 µM; HEK293 GAL4-SRC3 luciferase reporter, luminescence; 360,000 compounds, 0.17% hits; Q9Y6Q9;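 active means inhibition above a per-campaign cutoff, the mean of all compounds plus 3 SD, cut at about 60% in these data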;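 further: 0% = DMSO-treated cells and 100% = gossypol-treated cells at 36 µM; higher means less SRC3-driven luciferase light from the GAL4 reporter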
SRC2 inh = human SRC2 (NCOA2) inhibition; Q15596; inhibition, % at 9 µM; 370,000 compounds, 0.17% hits; HEK293 GAL4-SRC2 luciferase reporter, luminescence;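 active means inhibition above the mean inhibition of all tested compounds plus 3 SD, set per campaign, cut at about 52% in these data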;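 further: 0% = DMSO treated cells and 100% = cells given Gossypol at 36 µM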
* marks the source's active call; other numbers are inactive results; . = no result given. Not all compounds are listed; the hit share may differ from the screen's.

SMILES	NCOA1 inh	NR5A2 inv ag	NOD2-RIPK2 inh	MC4R antag cAMP	COUP-TFII inh	MC4R ag barr	ABHD5-PLIN5 inh	TLR9-MyD88 block	EBV LMP1 NFkB	NCOA3 inh	SRC2 inh
CCN(CC(=O)NCc1cccs1)CC(=O)Nc1ccc(C(N)=O)cc1	-6	12	3	-5	7	-2.9	-1	-10	-9	-3	-3
O=C(Cn1c(-c2ccccc2)c[n+]2ccsc12)c1ccc([N+](=O)[O-])cc1	-51	-86	-6	0	-12	-1.9	0	6	-8	-96	-26
CC(NC(=O)Nc1ccc(F)cc1F)c1ccc2c(c1)OCO2 (stereo not given)	-31	2	-10	-1	-4	-2.1	-4	2	6	-1	6
Cn1c(N/N=C/c2cc3ccccc3nc2Cl)nc2ccccc21	-104	-125	-7	10	-34	-1.8	4	1	7	-48	-13
Nc1cc(C(=O)c2cccs2)ccc1Cl	-30	-35	0	-4	-21	-1.0	-1	-17	-8	-8	-10
COc1ccc(/C=C/C(=O)O)cc1S(=O)(=O)Nc1ccc2c(c1)OCO2	-8	2	6	8	6	-2.6	1	-2	1	13	-7
CCOc1ccccc1NC(=O)CSc1nnnn1-c1ccccc1	15	-1	-5	7	-11	-0.2	-3	-13	-1	6	5
Cc1ccc(C)c(OCc2cc(C(=O)N3CC[C@H](O)C3)no2)c1	-49	-90	-15	5	-31	0.5	-1	-3	-28	-89	-43
O=C(COC(=O)c1cccc(S(=O)(=O)N2CCCC2)c1)Nc1ccc(Cl)cc1	-28	-7	10	3	21	-1.9	3	-4	0	4	1
CC(=O)c1ccccc1NC(=O)CCCNC(=O)c1ccc(Cl)cc1	-41	7	-9	1	-18	-1.5	0	1	-5	5	12
COc1ccc(NC(=O)Cn2c(NCC(C)O)nc3ccccc32)cc1Cl (stereo not given)	-8	-27	3	-2	6	-1.9	1	-4	2	3	-20
O=C(N/N=C/c1cccc([N+](=O)[O-])c1)c1ccc2c(c1)OCCO2	-163	-99	-2	0	-46	-2.3	-3	-4	-5	-108	-68
CCOc1ccc(Cl)cc1S(=O)(=O)NC1CCCC1	7	-29	-6	15	-16	-1.4	-1	4	2	1	5
Cc1noc(C)c1NC(=O)N(C)C[C@H]1Oc2ccc(NC(=O)CCC(F)(F)F)cc2C(=O)N([C@H](C)CO)C[C@@H]1C	2	18	-11	6	-9	0.4	3	-1	1	0	6
CCc1nonc1NC(=O)c1oc2cc(Br)ccc2c1C	-8	-16	-12	0	-18	5.5	-2	-6	-12	-21	-30
CN(C)CCNC(=O)COc1ccc(C23CC4CC(CC(C4)C2)C3)cc1	-12	-17	8	-4	-3	1.7	23*	1	-3	6	14
c1ccc(N2CCN(CCc3nnc4n3CCCCC4)CC2)cc1	-4	-21	-10	-1	2	-0.4	2	-2	-5	22	12
COc1cc(Nc2ccc(S(N)(=O)=O)cc2)c([N+](=O)[O-])nc1[N+](=O)[O-]	12	2	4	2	0	2.1	-13	13	9	10	-22
CC(C)(C)c1ccc(C(=O)O)c(C(=O)c2ccc(C(=O)O)cc2)c1	9	-19	-15	12	-4	-0.1	5	-16	-3	21	-8
N/C(Cc1ccccc1)=N\OC(=O)c1cccc2ccccc12	-16	4	6	-4	27	2.3	-7	-1	-17	-13	-2
O=C(CN1C(=O)NC2(CCc3ccccc32)C1=O)c1ccccc1 (stereo not given)	-1	10	-8	2	-6	1.6	-1	2	-5	21	4
O=[N+]([O-])c1cccc(/C=N/n2c(C3CCCCC3)n[nH]c2=S)c1	4	-14	-5	18	2	-0.2	1	-8	-5	7	12
CCN(CC)CCNc1c2c(c(C#N)c3nc4ccccc4n13)CCCC2	-21	19	4	3	4	-0.5	4	-4	3	-10	-16
COC(=O)c1ccccc1NC(=O)CSc1nc(C)cc(C)n1	-2	4	4	-11	-4	0.5	8	-3	-9	19	-24
CCOc1ccccc1N1CC(C(=O)N(C)Cc2cccnc2)CC1=O (stereo not given)	2	14	-3	-3	8	-0.1	2	-4	-4	-13	-10
O=C(O)Cc1cn(Cc2ccc(F)cc2)c2ccccc12	-2	9	4	0	0	-0.1	5	1	3	0	-6
CCOC(=O)c1sc(=S)n(-c2ccccc2Cl)c1SC	-44	11	0	3	0	-0.4	-5	1	5	-4	18
Cc1c(CCO)c(=O)n(-c2ccccc2)n1S(=O)(=O)c1c(Cl)cc(Cl)cc1Cl	-3	13	-8	11	17	-1.5	-5	10	-5	2	3
C=CCn1c(Cc2nc3ccccc3[nH]2)n[nH]c1=S	-23	24	0	2	7	-1.9	-8	-7	-6	6	0
CN1CCN(C(=S)c2ccc(-c3cccc(Cl)c3Cl)o2)CC1	-81	-119	0	5	-49	-0.4	0	-9	-57	-58	-44
O=C(Nc1cccc(C(=O)NC2CC2)c1)c1ccc(Cl)c(S(=O)(=O)N2CCOCC2)c1	-5	12	6	0	11	-2.3	13	-5	2	-6	-5
Cc1ccc(NC(=O)CC(=O)c2ccc([N+](=O)[O-])cc2)cc1S(=O)(=O)Nc1cccc(Cl)c1	-2	16	-8	6	13	-4.1	1	-8	0	6	-6
CC(=O)Nc1ccc(/C=N/Nc2nc3ccccc3[nH]2)cc1	-57	-57	-14	-11	-47	0.4	3	-5	0	-85	-22
CCOc1ccc(N(CC(=O)Nc2cc(C)cc(C)c2)S(C)(=O)=O)cc1	-22	-52	3	-1	-7	-0.5	2	0	5	-40	-37
CCOC(=O)C1=C(C)NC2=C(C(=O)CC(C)(C)C2)C1c1ccc(N(C)C)cc1 (stereo not given)	-14	12	-9	-7	6	-1.0	1	-6	-2	7	9
CCN(CC(=O)Nc1ccc(NC(C)=O)cc1)C(=O)/C=C/c1c(C)nn(-c2ccc(F)cc2)c1C	-16	-1	-11	5	13	-3.1	-3	5	0	18	21
COc1ccc(Br)cc1/C=N/NC(=O)CN1CCCCC1	-11	-8	1	16	5	0.1	5	-4	-16	0	-23
O=[N+]([O-])c1ccc(N2CCN(c3ccc(Cl)nn3)CC2)c(Cl)c1	-4	-22	0	4	7	0.8	2	5	10	10	6
O=C(CN1C(=O)NC2(CCCCCC2)C1=O)NCCc1ccc(F)cc1	-125	32	-10	-10	-11	-0.9	1	0	-25	-10	22
O=C(CSc1nnnn1C1CC1)N1CCN(Cc2ccccc2F)CC1	-15	0	-5	11	2	-0.3	-11	-3	-2	1	-11
COc1cc(-c2cnc3c(NC=O)cc(-c4ccc(S(C)(=O)=O)cc4)cn23)cc(OC)c1OC	3	22	-2	-40	0	0.8	3	.	.	-11	-35
COc1ccc(-c2csc(NC(=O)CCn3cnc4ccccc4c3=O)n2)cc1OC	-3	-7	-1	5	-12	2.8	0	4	8	-11	-12
NC(=O)CC(NC(=O)c1ccccc1)c1ccc(N2CCCCCC2)c([N+](=O)[O-])c1 (stereo not given)	1	5	-5	0	6	-3.7	7	7	5	10	4
O=C(c1ccc(F)cc1)N1CCCCC(S(=O)(=O)c2ccccc2)C1=O (stereo not given)	6	16	1	-1	-6	-1.3	-1	11	8	12	-16
O=C(NCCO)c1nc(C(=O)c2ccc(Cl)cc2)c2ccccc2n1	0	8	6	8	11	1.1	-13	-4	1	-9	1
COC(=O)c1cccc(NC(=O)CSc2nnc(COc3cccc(C)c3)n2C)c1	-2	-1	5	4	1	-0.5	9	-1	3	11	-9
O=C(Cc1ncc(C(F)(F)F)cc1Cl)Nc1cccc(Br)c1	7	6	-2	0	0	0.2	-4	-1	-4	5	-1
Cc1cc(NC(=O)CCC(=O)N(CCC(C)C)C(C(=O)NCC2CCCO2)c2ccccc2C)no1 (stereo not given)	15	-3	-6	2	-1	-2.0	-9	-2	1	5	-5
COc1ccc(NC(=S)NC(=O)/C=C/c2ccc(F)cc2)cc1	-33	9	4	8	15	-2.1	-5	4	9	-6	-6
COc1cc(C(=O)OC(C)C(=O)N2CCCC2)cc2c1OCCO2 (stereo not given)	7	-5	-9	4	1	-0.3	-3	3	-3	-22	15
CC(C)(C)CC(=O)Nc1cc(S(=O)(=O)N2CCCCCC2)ccc1Cl	-4	5	-10	9	0	-1.9	-1	4	-1	2	16
O=[N+]([O-])c1ccccc1/C=N\N1CCN(c2ccccc2)CC1	-58	-13	2	1	-30	-1.4	-5	5	-25	-28	1
Cc1cc(C)c(S(=O)(=O)N2CCCOC2CNC(=O)C(=O)NCc2cccs2)c(C)c1 (stereo not given)	4	3	-16	-2	-1	-0.7	-10	0	-3	9	-18
O=C(c1ccc2c(c1)N(Cc1ccccc1)C(=O)CS2)N1CCOCC1	6	7	4	-6	0	1.5	9	6	-1	-5	2
Cc1ccc(S(=O)(=O)N2CCN(C(=O)CN3CCc4ccccc4C3)CC2)cc1	-4	8	2	2	16	-1.2	-1	-3	2	-10	30
CCOC(=O)C1=C(CS(=O)(=O)c2ccc(C)cc2)NC(=O)NC1c1ccc(O)c(OC)c1 (stereo not given)	-40	8	5	8	5	1.6	1	2	1	7	12
CC(C)(C)c1ccc(OC(=O)N2CCOCC2)cc1	-53	-77	-4	-1	-13	0.4	-3	-3	-21	-53	-57
CN(C)Cc1ccccc1C(O)(c1ccccc1)c1ccccc1	-23	-1	3	21	10	1.5	8	-4	4	-8	-19
CCOCCc1nnc(NC(=O)COC)s1	-12	8	-9	17	12	3.6	6	-10	-1	-11	5
CCCCCC1CC(=O)C=C(C)C1C(=O)OC (stereo not given)	-6	3	-1	10	5	-1.8	3	3	3	8	-16

New compounds follow:
SMILES	NCOA1 inh	NR5A2 inv ag	NOD2-RIPK2 inh	MC4R antag cAMP	COUP-TFII inh	MC4R ag barr	ABHD5-PLIN5 inh	TLR9-MyD88 block	EBV LMP1 NFkB	NCOA3 inh	SRC2 inh
CCOc1ccccc1-c1ccc2nccn2c1	18	-13	-1	-2	7	0.0	-7	.	.	-5	17
COC(=O)c1ccc(COc2ccc(F)cc2)o1	-2	-9	1	7	3	-1.8	-1	-1	4	5	-27
COC(=O)c1ccc(C(=O)OC)c(NC(=S)N2CCC(C(N)=O)CC2)c1	-10	18	-6	-2	-5	-1.1	-5	0	2	9	2
CC(C)(C)[C@@H]1C=C(C(=O)Nc2ccccc2)O[C@H](OCc2ccc(CO)cc2)C1	-12	2	-4	-3	-5	-0.7	-4	2	1	5	-9
COc1ccccc1CNC(=O)CSc1nc2ccccc2c(=O)n1CCCN1CCOCC1	-12	4	7	5	-5	-0.7	3	9	-6	11	-22
O=C(c1ccc2ncsc2c1)N1CCCCC1	1	-19	-4	3	13	-2.1	2	0	-8	11	-6
CC(C)NC(=O)C1C(c2ccccc2)=Nc2ccccc2N1C(=O)c1cc(Cl)cc(Cl)c1 (stereo not given)	.	12	-6	.	5	.	-2	.	.	.	13

Screens from PubChem.
